GRP78 ERSR act: ER stress response induction in glioma | Potency, µM, for the others: at the highest dose activation, actives largely listed as activators | AID 602332 | 0.02% of 420,000 active | U87-MG GRP78 promoter luciferase reporter, 16 h; also: potency is read from the fitted curve at half-maximal effect; series mostly up to about 76 µM; % of control where 0% means no effect; nearly all actives have a fitted effect of over 35% in size
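Stably transfected U87-MG glioma cells carrying a GRP78-based luciferase sensor; 16 h compound incubation. Luminescence end-point read 10 min after Bright-Glo addition at room temperature.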
D2 potentiator: D2 dopamine receptor (human) potentiation; AID 485347; potentiation, % at 10 µM; 0.34% of 340,000 active; HEK293 T-REx D2, calcium flux, EC20 dopamine potentiation;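 active = potentiation over 3 SD above the plate norm, cut at about 30% in these data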; also: 0% is about no effect
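Primary screen. Calcium kinetics in induced HEK293 T-REx D2 cells: compound pre-addition 180 s, EC20 dopamine, 180 s more.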
RXFP1 agonist: agonists of human relaxin receptor RXFP1; HEK293T-RXFP1 cAMP TR-FRET, 30 min; response scale: percent of porcine relaxin response, buffer zero; Q9HBX9; Potency, µM (doses to about 57.5 µM), for the others: at the highest dose activation, actives largely listed as activators; 0.3% of 370,000 active; also: potency is read from the fitted curve at half-maximal effect; % is scaled to controls: 0 for no effect and ±100 for the full control effect; nearly all actives have a fitted effect of over 60% in size; many of its hits are not listed in these tables
Target sequence (Q9HBX9 whole entry, looked up): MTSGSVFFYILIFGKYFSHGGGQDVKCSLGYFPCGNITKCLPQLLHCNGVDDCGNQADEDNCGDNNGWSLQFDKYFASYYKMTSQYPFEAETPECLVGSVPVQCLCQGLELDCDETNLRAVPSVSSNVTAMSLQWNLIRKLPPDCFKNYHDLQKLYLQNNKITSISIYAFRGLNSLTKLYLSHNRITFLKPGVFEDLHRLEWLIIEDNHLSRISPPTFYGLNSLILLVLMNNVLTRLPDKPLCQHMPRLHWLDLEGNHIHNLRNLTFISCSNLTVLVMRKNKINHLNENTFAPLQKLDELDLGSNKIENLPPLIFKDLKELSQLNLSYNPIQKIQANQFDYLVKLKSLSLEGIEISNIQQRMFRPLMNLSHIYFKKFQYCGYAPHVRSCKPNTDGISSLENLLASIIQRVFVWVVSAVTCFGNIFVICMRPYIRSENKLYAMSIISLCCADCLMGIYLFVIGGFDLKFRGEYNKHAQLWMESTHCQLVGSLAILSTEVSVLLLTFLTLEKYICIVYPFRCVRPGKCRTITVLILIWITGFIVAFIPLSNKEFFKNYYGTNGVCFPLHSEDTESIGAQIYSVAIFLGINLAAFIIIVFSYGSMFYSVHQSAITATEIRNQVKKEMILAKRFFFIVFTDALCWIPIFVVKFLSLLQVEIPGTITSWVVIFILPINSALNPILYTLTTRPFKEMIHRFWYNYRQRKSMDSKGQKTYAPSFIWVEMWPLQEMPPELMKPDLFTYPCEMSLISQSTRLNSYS
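cAMP rise read by TR-FRET after 30 min, 37C compound exposure (up to 58 uM) in RXFP1-transfected HEK293 cells with Ro 20174 present. EC50 from Hill-equation fits, with 29 nM porcine relaxin as 100% and buffer as basal.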
Vif-A3F inh: Vif-A3F binding inhibition. 0.2% of 390,000 active. HeLa A3F-eYFP + Vif (tagged APOBEC3F with the HIV-1 protein that degrades it), YFP fluorescence increase. Potency, µM (series often up to 46.1 µM), inactives show at the highest dose activity, negative = active; also: potency is read from the fitted curve at half-maximal effect; % of control where 0% means no effect; nearly all actives have a fitted effect of over 65% in size
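HeLa cells stably expressing A3F-eYFP plus Vif, plated and incubated overnight at 37 deg C, then exposed to compounds overnight at 37 deg C. Blocked degradation read as raised yellow fluorescence (Ex 488/Em 500-530).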
D1 antag: human D1 dopamine receptor antagonism | 3.2% of 360,000 active | activity change, negative = inhibition, % at 10 µM | P21728 | AID 504652 | HEK293 TREx D1 cells, calcium flux, dopamine EC80; stronger effect = lower value; in the data active = activity change below about -30%; also: % is scaled to controls: 0 for no effect and ±100 for the full control effect
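Inducible Hek293 Trex D1 cells (tetracycline, overnight, 30 C). Calcium dye 30–90 min RT. Antagonist mode: EC80 dopamine added after 180 s compound read.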
Vif-APOBEC3G blk: Vif-A3G binding inhibition; HeLa A3G-eYFP + Vif (tagged APOBEC3G with the HIV-1 protein that degrades it), YFP fluorescence, overnight; AID 602310; Potency, µM (top dose mostly 46.1 µM), for the others: top-dose activity, negative = active, usual class: inhibitors; 0.076% of 410,000 active;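 also: potency is read from the fitted curve at half-maximal effect; % is scaled to controls: 0 for no effect and ±100 for the full control effect; nearly all actives have a fitted effect of over 60% in size; hits raise eYFP signal because A3G escapes Vif-driven loss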
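Read-out is eYFP fluorescence (Ex 488/Em 500-530) from Vif-expressing HeLa A3G-eYFP cells; more signal means A3G escaped Vif-mediated degradation. Cells plated overnight, compound pinned in, incubated overnight at 37 deg C.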
RXFP1 antag: antagonists of human relaxin receptor RXFP1; HEK293-RXFP1, relaxin-stimulated cAMP HTRF, 30 min; stronger effect = lower value; activity change, negative = inhibition, % at 57.5 µM; AID 1259400; 0.59% of 350,000 active;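 active = activity change of -60% or lower, but not beyond a set lower limit; inconclusive = change between -60% and -40%, or beyond the set limit; inactive = change above -40%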; also: % is scaled to controls: 0 for no effect and ±100 for the full control effect
D1 agonist: human D1 receptor agonism; P21728; HEK293 T-REx D1 cells, calcium flux, agonist mode; activation, % at 2 µM; 1% of 360,000 active; AID 504660; in the data active = activation above about 30%; also: 0% is about no effect
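Inducible HEK293 T-REx D1 cells, force-coupled to calcium signalling, were plated at 4000 cells/well with tetracycline and held overnight at 30 C. After no-wash calcium dye loading, compound-evoked calcium rise over 180 s flagged agonists.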
D1 PAM: potentiators of human D1 dopamine receptor | 0.036% of 360,000 active | potentiation, % at 10 µM | P21728 | HEK293 TREx D1 cells, calcium flux, dopamine EC20 potentiation | AID 504651; in the data active = potentiation above about 30%; also: 0% is about no effect
The depositor's hits bear a star; ? = inconclusive; nt = no result given. Unless noted, calls follow the shape of the dose curve; as a rule, active = well fitted curve in the direction sought with a large enough effect; inconclusive = small, poorly fitted or top-dose-only effect, or another doubt; inactive = no such curve, though single readings can be large; an effect the other way counts as inactive or inconclusive.

SMILES	GRP78 ERSR act	D2 potentiator	RXFP1 agonist	Vif-A3F inh	D1 antag	Vif-APOBEC3G blk	RXFP1 antag	D1 agonist	D1 PAM
CC(C)c1ccc(Nc2c(-c3ccccn3)nc3ccccn23)cc1	-2%	-3	?	?	-34*	-7%	-10	4	0
CCc1ccc2c(c1)C1(NN=C(c3ccccc3)S1)C(=O)N2 (configuration not stated)	9%	14	-3.4%	-1%	28	3%	16	3	0
COC(=O)c1ccc(CSc2nc3ccccc3c(=O)n2-c2ccc(OC)c(OC)c2)o1	-4%	25	0.2%	-6%	0	-2%	-16	9	-2
O=S(=O)(c1ccccc1)N1CCN(C(=S)Nc2ccccc2)CC1	0%	-10	2.1%	1%	-22	5%	6	3	-3
O=c1ccc(-c2ccccc2)no1	-1%	-5	-0.3%	6%	-3	-9%	-1	1	4
Cc1ccc(NC(=O)CCNS(=O)(=O)c2ccc(Br)cc2)cc1S(=O)(=O)N1CCOCC1	-5%	7	1.0%	-9%	14	-1%	-2	1	-6
COc1ccc(S(=O)(=O)N(CC(=O)NCCCN(C)C)c2ccc(C)cc2)cc1OC	-2%	-3	-0.8%	2%	11	6%	-4	0	0
COc1ccc(/C(O)=C2/C(=O)C(=O)N(CCCN(C)C)C2c2ccccc2)cc1OC (configuration not stated)	-3%	7	16%	0%	-33*	0%	-2	0	18
CC1C(=O)N2CCCc3cc(NC(=O)c4ccccc4C(F)(F)F)cc1c32 (configuration not stated)	-2%	nt	-1.1%	-5%	16	1%	-10	2	-2
O=C(COc1ccccc1F)Nc1ccc2[nH]c(=O)[nH]c2c1	-4%	-1	0.3%	4%	2	-9%	-8	2	-3
CC(=O)Nc1ccc(S(=O)(=O)N(C#N)c2nc(C)cc(C)n2)cc1	-1%	9	0.6%	0%	8	-1%	2	2	5
COc1ccc(N2C(=O)CC(Sc3nccc(C)n3)C2=O)cc1 (configuration not stated)	-2%	13	-0.3%	2%	11	-3%	0	0	-5
Cc1ccc(Oc2ncccc2NC(=O)CC(CC(=O)O)c2ccccc2)c2c1CCC2 (configuration not stated)	-3%	1	7.2%	12%	-10	-1%	6	1	-1
Cc1cc(C)cc(Nc2ccc(C(=O)O)cc2[N+](=O)[O-])c1	-5%	-11	0.0%	-7%	0	0%	-11	0	-6
CC(C)(C)c1ccc(C(=O)OCCN2CCCCC2)cc1	-4%	-21	-0.3%	-2%	-3	1%	2	10	-5
C=C(C)CN1C(=O)C2(OCCO2)c2ccccc21	1%	-6	-4.1%	9%	-7	-9%	-5	-1	-4
O=C(Cn1c(=O)n2nc(-c3cccc(F)c3)nc2c2ccccc21)N1CCN(c2ccccc2F)CC1	-5%	8	?	0%	nt	0%	2	12	24
COc1ccc(CC(=O)Nc2ccc(N3CCCC3)c(C)c2)cc1	2%	-4	-0.2%	1%	7	1%	-24	3	-8
Cc1cc(=O)oc2cc(OCC(=O)N3CCN(c4ccc(F)cc4)CC3)c(Cl)cc12	-9%	nt	2.0%	-3%	2	1%	-16	1	25
Cc1ccc(CNC(=O)CN(c2ccc(C(C)C)cc2)S(=O)(=O)c2c(C)n[nH]c2C)cc1	-1%	-4	2.8%	5%	19	-4%	nt	1	5

Profiles from above:
Listed for Cc1cc(C)cc(Nc2ccc(C(=O)O)cc2[N+](=O)[O-])c1 → GRP78 ERSR act: -5%; D2 potentiator: -11; RXFP1 agonist: 0.0%; Vif-A3F inh: -7%; D1 antag: 0; Vif-APOBEC3G blk: 0%; RXFP1 antag: -11; D1 agonist: 0; D1 PAM: -6
Listed for CCc1ccc2c(c1)C1(NN=C(c3ccccc3)S1)C(=O)N2 (configuration not stated) → GRP78 ERSR act: 9%; D2 potentiator: 14; RXFP1 agonist: -3.4%; Vif-A3F inh: -1%; D1 antag: 28; Vif-APOBEC3G blk: 3%; RXFP1 antag: 16; D1 agonist: 3; D1 PAM: 0

(more compounds)
SMILES	GRP78 ERSR act	D2 potentiator	RXFP1 agonist	Vif-A3F inh	D1 antag	Vif-APOBEC3G blk	RXFP1 antag	D1 agonist	D1 PAM
CCc1ccc(NC(=O)C2CCCN2S(=O)(=O)c2ccc3c(c2)CCCC(=O)N3)cc1 (configuration not stated)	1%	-7	-1.0%	-1%	-24	10%	nt	3	-3
O=C(NCC(c1ccco1)N1CCCCC1)c1cc2c(s1)CCCC2 (configuration not stated)	-4%	-24	-0.4%	2%	10	6%	-7	-1	-3
COc1ccc(CN2C(=O)c3ccccc3C2=O)cc1C(=O)O	-1%	5	16%	8%	5	1%	16	1	-6
COC(=O)c1ccc(/C=C(\C#N)c2ccccn2)cc1	8%	6	1.7%	1%	-20	-17%	1	4	1
Cc1nc(SCc2ccccc2)c2oc3ccccc3c2n1	-6%	13	-5.0%	9%	-6	-8%	0	7	-5
COc1ccccc1CC(=O)NCCCc1ccccc1	0%	-10	1.2%	9%	9	-2%	8	0	-5
COc1ccc2occ(C(C)=O)c2c1	-2%	-8	0.0%	-10%	-6	-2%	3	4	3
O=C(CCCN1C(=O)/C(=C\c2ccco2)SC1=S)Nc1ccc2ccccc2c1	-5%	3	0.2%	-5%	-5	-12%	?	2	-9
O=C(OCC(CO)OC(CO)n1ccc(=O)[nH]c1=O)c1ccccc1 (configuration not stated)	-5%	-4	-0.8%	-2%	-8	-1%	-10	3	4
CC(C)c1nc2c(c(=O)c3ccccc3n2C)c(=O)n1-c1ccc(F)cc1	-5%	17	0.2%	-6%	6	0%	-8	0	-4
CCOc1ccccc1CNC(=O)c1nn(CC)cc1[N+](=O)[O-]	-4%	12	0.0%	7%	-4	-4%	2	1	1
Cc1ccc(NC(=O)Cc2noc3ccccc23)cc1	8%	-5	1.3%	5%	0	-1%	8	2	-1
CC(=O)Nc1ccc(NC(=O)CSc2nc(=O)n(CCCN3CCOCC3)c3c2CCC3)cc1	-1%	nt	nt	-5%	nt	0%	1	nt	nt
CCOc1ccc(S(=O)(=O)N(CC(=O)NCC2CCCO2)c2ccc(F)cc2)cc1 (configuration not stated)	-5%	nt	0.9%	3%	6	-2%	12	0	-8
COc1cccc(C(=O)Nc2ccccc2C(=O)OCc2cc(=O)n3nc(C4CC4)sc3n2)c1	-3%	-2	3.0%	1%	-1	1%	-1	0	0
CCOCCOC(=O)C1=C(C)NC(=O)NC1c1cc2c(cc1Br)OCO2 (configuration not stated)	-5%	14	1.4%	-1%	-4	-2%	-2	1	8
O=C(COC(=O)c1c(F)cccc1F)Nc1ccccc1OC(F)F	-4%	2	1.0%	12%	2	-1%	4	1	2
C/C(=N\Nc1cccc(C(=O)O)c1)c1ccc(Cl)s1	0%	5	1.4%	-9%	-59*	0%	-10	5	5
C/C(CCc1ccccc1)=N\NC(=O)CC(=O)NCCc1ccccc1	-1%	-5	1.3%	-12%	5	-3%	-4	2	1
Cn1cccc1C(=O)c1cccc([N+](=O)[O-])c1	-2%	-1	2.3%	5%	7	-1%	-2	1	-1
Cc1cc(C(=O)N/N=C/c2cc(Br)cc([N+](=O)[O-])c2O)c2ccccc2n1	-6%	nt	-0.6%	0%	1	-9%	1	1	-7
Cc1csc(=O)n1CC(=O)OCC(=O)Nc1ccc(F)c(F)c1F	0%	nt	nt	-10%	nt	-4%	-10	nt	nt
Cc1ccc(C(C)C)cc1OCC(=O)N1CCN(C(=O)c2ccco2)CC1	-3%	15	-1.1%	0%	-1	0%	0	2	2
CNC(=O)C(Sc1ccccc1)c1ccccc1 (configuration not stated)	-8%	-11	0.2%	-2%	-4	0%	4	1	-4
O=C(COC(=O)/C=C/c1ccco1)NCc1ccc(Cl)cc1	-2%	-5	0.4%	1%	3	-1%	-5	1	-2
Cc1cc2c(nn1)CCc1c-2no[n+]1[O-]	-4%	-1	1.4%	-30%	2	1%	2	2	3
CCOC(=O)CSc1nc2ccccc2n1C(=O)OCC	3%	nt	2.1%	-2%	19	-9%	-4	0	-1
CCCC(=O)Oc1cccc(C2NC(=O)c3ccccc3O2)c1 (configuration not stated)	-2%	6	-2.9%	1%	-9	8%	-10	3	-4
Cc1cc(C)nc(Sc2c(F)c(F)c(C(F)(F)F)c(F)c2F)n1	-4%	0	0.6%	-4%	1	-2%	5	2	-7
O=C(Nc1nc(COc2ccccc2)cs1)C12CC3CC(CC(C3)C1)C2	10%	-6	1.8%	-4%	5	1%	-20	1	-5
COC(=O)c1ccc2c(=O)n(CCN3CCOCC3)c(SCC(=O)Nc3ccc(OC)cc3OC)nc2c1	-4%	-4	1.2%	4%	9	5%	2	2	-8
CCCOc1ccc2c(=O)c(-c3cc(C(=O)OC)oc3C)c(C)oc2c1	-4%	0	-1.2%	2%	-15	-9%	-16	1	0
CCCC(CCC)C(=O)Nc1cccc(C(=O)O)c1	-5%	23	0.6%	0%	nt	0%	3	-1	2
O=C(O)c1ccc2c(c1)C(=O)N(Cc1ccccc1)C2=O	-2%	-7	1.7%	-2%	-14	-1%	1	3	2
CN(NC(N)=O)c1ncc(C(F)(F)F)cc1Cl	-2%	5	-0.1%	-6%	-17	0%	10	3	0
CC(Oc1cc(F)ccc1[N+](=O)[O-])C(=O)N(C)CC(=O)Nc1ccccc1C(F)(F)F (configuration not stated)	-3%	2	2.4%	-22%	13	-1%	3	1	-1
CCOC(=O)c1c(-c2ccccc2)oc2ccc(O)c(CN3CCOCC3)c12	-10%	8	5.9%	3%	-7	6%	-4	1	1
Cc1ccccc1Nc1nc(-c2sc(NC(=O)c3ccc([N+](=O)[O-])cc3)nc2C)cs1	nt	-1	-1.0%	nt	-3	nt	nt	2	3
N#Cc1ccccc1NCc1ccccc1	2%	8	-0.3%	-16%	2	-8%	nt	1	1
CN(CC(=O)Nc1cccc(F)c1)C(=O)/C=C/c1cn(Cc2ccccc2)nc1-c1cccnc1	-2%	-6	-1.0%	6%	2	-5%	-16	4	1
CCOC(=O)c1ccccc1NC(=O)Cn1c(-c2nonc2N)nc2ccccc21	?	24	7.9%	-14%	0	-49%	3	2	-6
C/C(=N\NS(=O)(=O)c1ccc(Cl)cc1)c1ccc(O)cc1	0%	5	0.6%	-17%	6	2%	-2	1	7
COc1ccc(NC(=O)CC(=O)Nc2ccc(OC)cc2)cc1	-3%	nt	nt	-2%	nt	-2%	5	nt	nt
COc1ccc(C2CC(=O)C=C(NC3CCCC3)C2)cc1 (configuration not stated)	-1%	nt	1.1%	-7%	-9	2%	9	2	-10

Screens as filed in PubChem.

A portion of the library (hit frequency here may not be typical).
